RAM inhibit – yeast RAM network inhibition; inhibition, % at 50 µM; S. cerevisiae dse1pr::URA3 reporter, 5-FOA growth OD615, 2 d; analog-sensitive cbk1-as2 kinase mutant strain; 190,000 compounds, 1.8% hits;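 active means inhibition above a set limit, 3 SD over mean compound inhibition, cut at about 8.4% in these data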;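 further: 0% = DMSO-only wells with no growth and 100% = 10 µM 1-NA-PP1 full growth; inhibition rescues growth on 5-FOA so higher OD means more RAM inhibition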
TR-FRET SRC-2 ct – counter-screen for PPARgamma SRC-2 recruitment agonists: TR-FRET artefact. stronger effect = higher value. TR-FRET ratio at 8 µM. 200,000 compounds, 0.4% hits; in the data active means TR-FRET ratio above about 2000; further: inactives centre near 1500; reference of the scale not given here
HMGR II inh – E. faecalis class II HMG-CoA reductase inhibition. purified E. faecalis HMGR, NADPH absorbance 340 nm kinetic. inhibition, % at 10 µM. 190,000 compounds, 0.41% hits;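 active means inhibition above a set limit, the median over all tested compounds plus 3 SD, cut at about 9.5% in these data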;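 further: enzyme runs in reverse so mevalonate oxidation gives rising NADPH absorbance; 0% = complete reaction with DMSO and 100% = background rate lacking mevalonate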
PPARg SRC-2 ag – agonists of SRC-2 recruitment by human PPARgamma | P37231 | PPARgamma LBD-SRC-2 recruitment, biochemical | activation, % at 8 µM | 200,000 compounds, 0.34% hits | AID 1032; in the data active means activation above about 22%;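 further: 0% = vehicle and 100% = reference agonist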
Redox H2O2 prof – compounds producing H2O2 with reducing agent – biochemical, NIH compound library profiling, artefact control for MLSCN library redox annotation, primary screen | DTT-dependent redox cycling H2O2, phenol red/HRP absorbance; 100% = 100 µM peroxide control, 0% = buffer | activation, % at 10 µM | 200,000 compounds, 0.03% hits | AID 878;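 active means activation of at least 50% relative to the plate's high and low controls in the primary single-dose screen; inactive means activation below 50%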;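 further: compound incubated with DTT at 0.8 mM final as the reducing agent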
S1P3 antag – S1P3 (human) receptor antagonism; Q99500; CHO S1P3 NFAT-BLA reporter, FRET fluorescence, antagonist mode; inhibition, % at 4.98 µM; 170,000 compounds, 0.27% hits;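 active means inhibition above the plate cutoff, the mean inhibition of test wells on that plate plus 3 SD, cut at about 28% in these data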;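 further: cells challenged with S1P at its EC80 of 0.8 µM; blue over green emission ratio from cleaved BLA substrate after 4 h stimulation; 0% = S1P-stimulated wells and 100% = unstimulated DMSO-only wells; some compounds past the cut are filed as inactive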
Target sequence (Q99500 whole entry, looked up): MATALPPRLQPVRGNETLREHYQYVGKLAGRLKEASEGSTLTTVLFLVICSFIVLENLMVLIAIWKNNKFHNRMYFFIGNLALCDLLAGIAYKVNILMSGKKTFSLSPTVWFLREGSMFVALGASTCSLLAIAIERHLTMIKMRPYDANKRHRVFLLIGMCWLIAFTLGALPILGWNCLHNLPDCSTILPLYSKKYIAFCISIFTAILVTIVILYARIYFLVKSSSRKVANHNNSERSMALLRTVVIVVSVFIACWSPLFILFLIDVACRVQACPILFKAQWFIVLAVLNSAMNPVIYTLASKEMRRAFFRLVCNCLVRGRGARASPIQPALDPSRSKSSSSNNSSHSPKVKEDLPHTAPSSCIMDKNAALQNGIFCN
ROMK primary – modulates human ROMK potassium channel activity | B-score at 10 µM | Tet-inducible ROMK, thallium flux fluorescence; actives lie on both sides | AID 1918 | 130,000 compounds, 2% hits;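 active means signal ratio slope over the read window, or its plate-corrected B-score, at least 3 SD from the plate mean, either direction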;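 further: B-score of the F/F0 ratio slope over 7 to 12 s after thallium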
Target sequence (P48048 whole entry, looked up): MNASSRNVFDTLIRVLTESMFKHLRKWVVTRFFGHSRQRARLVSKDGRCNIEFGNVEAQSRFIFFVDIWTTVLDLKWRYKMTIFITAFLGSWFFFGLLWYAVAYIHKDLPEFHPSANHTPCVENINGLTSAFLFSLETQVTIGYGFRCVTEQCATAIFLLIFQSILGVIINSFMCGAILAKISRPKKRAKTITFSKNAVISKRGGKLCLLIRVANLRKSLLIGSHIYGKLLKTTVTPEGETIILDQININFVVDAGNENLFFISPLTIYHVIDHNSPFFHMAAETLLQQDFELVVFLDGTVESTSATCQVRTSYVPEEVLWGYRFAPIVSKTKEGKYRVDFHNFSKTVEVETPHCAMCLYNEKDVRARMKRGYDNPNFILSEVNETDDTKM
PPARg SRC-3 ag – agonists of human PPARgamma SRC-3 coactivator recruitment. activation, % at 8 µM. 200,000 compounds, 0.26% hits. biochemical PPARgamma/SRC-3 coactivator recruitment assay. P37231; in the data active means activation above about 23%;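 further: 0% = DMSO and 100% = reference agonist; some compounds past the cut are filed as inactive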
bIAP inhibitor – blocks bovine intestinal alkaline phosphatase activity; purified bovine IAP, CDP-star luminescence, 30 min; inhibition, % at 20 µM; 190,000 tested, under 10 active; AID 1019;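 active means over 50% inhibition of intestinal alkaline phosphatase at 20 µM in the single-dose screen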
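System: Purified bovine intestinal alkaline phosphatase (IAP) enzyme | Input: IAP diluted 1/65,000,000 in the well | Also added: CDP-star chemiluminescent phosphatase substrate, 30 µM final | Dosing: 20 µM single dose | Times: Enzyme reaction for 30 min at room temperature | Detection: Luminescence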
L major viab – Leishmania major promastigote growth inhibition; Leishmania major promastigotes, resazurin fluorescence viability; inhibition, % at 10 µM; 200,000 compounds, 9% hits; in the data active means inhibition above about 50%;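 further: promastigotes grown with compound for 44 hours at 28 °C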
PPARg SRC-1 ag – promotes SRC-1 coactivator recruitment by human PPARgamma; AID 631; activation, % at 8 µM; 200,000 compounds, 0.41% hits; PPARgamma-SRC-1 coactivator recruitment biochemical assay; P37231; in the data active means activation above about 19%;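 further: 0% = DMSO and 100% = reference agonist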
* marks the source's active call; other numbers are inactive results; . = not tested or not shown. Compounds as they come; overall some 13% were active at least once.

SMILES	RAM inhibit	TR-FRET SRC-2 ct	HMGR II inh	PPARg SRC-2 ag	Redox H2O2 prof	S1P3 antag	ROMK primary	PPARg SRC-3 ag	bIAP inhibitor	L major viab	PPARg SRC-1 ag
Cc1[nH]n(-c2ccccc2)c(=O)c1/C=N/n1c(C)nc2ccccc2c1=O	1.1	1505	1	-3	2.1	.	.	2	2	-5	2
CC(C)C(NC(=O)c1ccccc1)C(=O)NC1=NCCS1 (centres undefined)	1.8	1504	-1	-2	2.6	-23	.	-4	12	-9	0
COC(=O)c1cc(NC(=O)c2cccc(Cl)c2)c(=O)oc1/C=C/Nc1cc(C)cc(C)c1	4.5	1916	-11	5	-0.8	25	-5.8*	-1	24	1	2
Cn1c(Cn2c(=O)sc3ccccc32)nnc1SCC(=O)N1CCCCCC1	1.0	1636	-6	2	-0.8	-6	.	2	13	-3	6
Cc1ccc(C(=O)O/N=C/c2c(N3CCOCC3)n(C)c3ccccc23)cc1	1.1	1584	-7	7	2.0	.	.	14	8	98*	3
Cc1ccc(-c2nnn(CC(=O)N(Cc3ccccc3)C(C(=O)NC(C)(C)C)c3ccncc3)n2)o1 (centres undefined)	3.7	1607	-7	12	-4.1	-11	0.47	15	-3	7	10
COc1ccc(C2=CC(=O)CC(c3ccccc3)C2)cc1 (centres undefined)	1.0	1676	-5	-1	-1.7	4	-1.6	-1	11	59*	-3
Cc1csc(NC(=O)c2ccc(OCC3CCCO3)cc2)n1 (centres undefined)	-0.4	1668	-2	9	-0.5	-8	-1.3	2	6	-3	12
CS(=O)(=O)C1=NSC2=NC(=O)/C(=C\c3ccc(-c4ccccc4)o3)C(=N)N21	3.0	1477	0	-5	0.1	-4	0.89	0	-30	41	1
Cc1ccc2c(c1)NC(=O)c1cccnc1N2	0.4	1443	-7	3	-3.0	.	0.51	3	2	-1	6
O=C(N/N=C/c1ccc(Br)s1)c1ccncc1	-0.4	1607	-4	17	-0.4	-16	0.41	11	-3	-6	11
CC(Oc1ccc2ccc(=O)oc2c1)C(=O)c1ccccc1 (centres undefined)	-0.4	1663	3	-3	0.2	1	-0.064	2	8	69*	-3
Cc1ccc([N+](=O)[O-])c(OCCCN2C(=O)NC(C)(C)C2=O)c1	0.9	1618	2	4	-1.7	-9	0.86	5	3	-2	3
Cc1cc(C)nc(Sc2ccc(C=O)cc2[N+](=O)[O-])n1	0.9	1473	1	-8	0.1	2	0.36	3	-13	5	4
O=C(c1cccc(Cl)c1)N1CCN(c2ncnc3c2cnn3-c2ccccc2)CC1	3.2	1467	-4	10	-0.2	-21	-0.16	3	-16	26	5
Clc1ccc(CSc2nnc(-c3cccnc3)n2Cc2ccco2)c(Cl)c1	0.9	1574	-1	5	-3.0	.	-2.4*	10	-7	38	-1
C=CCNC(=S)Nc1ccc(Cl)c(S(=O)(=O)N2CCOCC2)c1	4.4	1561	3	-7	7.3	70*	-0.45	-1	-5	-4	6
O=C1c2ccccc2C(=O)c2c1oc(C(F)(F)F)c2C(=O)c1ccccc1	1.4	1448	1	-1	0.1	.	.	-6	6	99*	-9
CC(C)NS(=O)(=O)c1ccc(OCC(=O)N(C)Cc2ccccc2)cc1	0.4	1340	-4	-5	0.1	.	0.72	4	13	-3	0
O=C(NC(=S)Nc1ccc(Cl)cn1)c1cccs1	3.0	1591	-1	11	0.3	.	.	-11	8	-1	4
C=C(CC1([C@@H](NP(=O)(c2ccccc2)c2ccccc2)[C@H]2C[C@@H]2CCCC)CC1)c1ccccc1	21*	1652	4	16	3.1	-7	-1.1	5	11	10	9
O=C(CSCc1ccc([N+](=O)[O-])cc1)N/N=C/c1ccncc1	-0.1	1671	-3	4	-0.6	-7	0.78	3	-3	6	-5
O=C(NCC(=O)N(c1cccc(F)c1)C(C(=O)NCC1CCCO1)c1ccccc1)c1ccco1 (centres undefined)	0.4	1480	-6	0	-2.7	-9	.	-1	-8	-6	1
CN(Cc1ccccc1)C(=O)CSc1nc2c(c(C(F)(F)F)n1)CCc1ccccc1-2	.	1602	.	-6	1.6	.	0.02	6	.	16	4

An excerpt of these results, bar-delimited.
Compound | RAM inhibit | TR-FRET SRC-2 ct | HMGR II inh | PPARg SRC-2 ag | Redox H2O2 prof | S1P3 antag | ROMK primary | PPARg SRC-3 ag | bIAP inhibitor | L major viab | PPARg SRC-1 ag
Clc1ccc(CSc2nnc(-c3cccnc3)n2Cc2ccco2)c(Cl)c1 | 0.9 | 1574 | -1 | 5 | -3.0 | . | -2.4* | 10 | -7 | 38 | -1
Cc1cc(C)nc(Sc2ccc(C=O)cc2[N+](=O)[O-])n1 | 0.9 | 1473 | 1 | -8 | 0.1 | 2 | 0.36 | 3 | -13 | 5 | 4
C=C(CC1([C@@H](NP(=O)(c2ccccc2)c2ccccc2)[C@H]2C[C@@H]2CCCC)CC1)c1ccccc1 | 21* | 1652 | 4 | 16 | 3.1 | -7 | -1.1 | 5 | 11 | 10 | 9
O=C(CSCc1ccc([N+](=O)[O-])cc1)N/N=C/c1ccncc1 | -0.1 | 1671 | -3 | 4 | -0.6 | -7 | 0.78 | 3 | -3 | 6 | -5
CC(C)NS(=O)(=O)c1ccc(OCC(=O)N(C)Cc2ccccc2)cc1 | 0.4 | 1340 | -4 | -5 | 0.1 | . | 0.72 | 4 | 13 | -3 | 0
O=C(c1cccc(Cl)c1)N1CCN(c2ncnc3c2cnn3-c2ccccc2)CC1 | 3.2 | 1467 | -4 | 10 | -0.2 | -21 | -0.16 | 3 | -16 | 26 | 5
O=C(NCC(=O)N(c1cccc(F)c1)C(C(=O)NCC1CCCO1)c1ccccc1)c1ccco1 (centres undefined) | 0.4 | 1480 | -6 | 0 | -2.7 | -9 | . | -1 | -8 | -6 | 1

The listing picks up; the two compounds before the break are reprinted first.
SMILES	RAM inhibit	TR-FRET SRC-2 ct	HMGR II inh	PPARg SRC-2 ag	Redox H2O2 prof	S1P3 antag	ROMK primary	PPARg SRC-3 ag	bIAP inhibitor	L major viab	PPARg SRC-1 ag
O=C(NCC(=O)N(c1cccc(F)c1)C(C(=O)NCC1CCCO1)c1ccccc1)c1ccco1 (centres undefined)	0.4	1480	-6	0	-2.7	-9	.	-1	-8	-6	1
CN(Cc1ccccc1)C(=O)CSc1nc2c(c(C(F)(F)F)n1)CCc1ccccc1-2	.	1602	.	-6	1.6	.	0.02	6	.	16	4
CCOc1cc(CNC)ccc1OCC(=O)NC(C)(C)C	2.5	1502	-4	-2	0.2	-9	-1.1	2	5	4	2
Cc1csc(SCc2ccccc2C(=O)O)n1	-0.4	1701	3	10	-0.1	18	1.1	6	9	-3	11
CC(C)Cc1cc(C(=O)Nc2ccc(F)cc2F)no1	1.1	1493	-8	-2	-0.1	36	.	3	9	-7	4
Cc1ccc(SCCNC(=O)/C=C/c2ccc([N+](=O)[O-])cc2)cc1	0.9	1718	-4	11	-0.1	-19	-0.51	-2	11	62*	16
CCOC(=O)c1[nH]c2ccc(OC)cc2c1NC(=O)CCN1CCCC(C)C1 (centres undefined)	2.0	1536	-1	-1	-0.5	.	.	-6	-5	-1	0
O=C(CSc1nc(-c2ccccc2Cl)ns1)c1ccc(Cl)cc1	11*	1736	1	1	0.8	-44	.	-3	16	3	2
Clc1ccc(C2=NNC(=NCC3CCCO3)SC2)cc1 (centres undefined)	1.3	1499	1	-2	0.3	-10	.	-3	24	-2	4
Cn1c(SCc2c(Cl)cccc2Cl)nc(C(F)(F)F)cc1=O	4.9	1391	-2	-3	2.8	.	.	0	12	0	-6
CCCCOC(=O)CCc1nc2ccccc2[nH]c1=O	2.0	1499	-4	0	0.0	.	0.016	-3	13	-4	5
Cc1ccc(/C=N/NC(=O)CCn2nc(C)cc2C)c(C)c1	1.1	1684	-5	-3	-0.3	-8	.	1	-7	3	3
Cc1ccccc1OCc1nnc(SCCN2CCCC2)n1-c1ccccc1	0.4	1546	-3	5	0.5	-20	-1.5	-1	-25	5	1
N#Cc1c(N2CCN(C(=O)c3ccccc3)CC2)nc(-c2ccccc2)c2c1CCCC2	4.2	1667	1	2	0.1	.	0.66	-3	0	75*	3
CCOc1ccccc1OCCCC(=O)N1CCN(S(=O)(=O)c2cccc(F)c2)CC1	0.8	1646	-6	4	0.0	11	0.072	4	4	-2	6
N=c1c2c(-c3ccccc3)c(-c3ccccc3)oc2ncn1Cc1ccco1	2.1	1688	-1	8	1.6	.	.	2	11	33	-6
CC1CC(=S)Nc2ccccc2N1C(=O)Nc1ccccc1 (centres undefined)	1.6	1556	1	0	-0.1	-20	-0.083	5	-3	-2	10
C/[N+]([O-])=C\CC(=O)c1ccc(-c2ccccc2)cc1	0.4	1572	-5	-2	-1.9	-13	-1.1	-6	-13	9	-3
O=[N+]([O-])c1cccnc1N1CCOCC1	1.7	1442	1	1	3.3	.	.	-2	10	-5	-8
CCN1CCN(CC(=O)NC2CCCC2)C(=O)C1=O	0.0	1545	-2	-7	-0.7	-6	.	3	10	-6	-5
O=C(NCC1CCCO1)c1onc(CSc2ccc(F)cc2)c1C(=O)O (centres undefined)	1.6	1503	-1	0	17	.	.	-2	-13	-9	-2
CCC(C)(C(=O)NC1CCCCC1)N(Cc1cccs1)C(=O)CC1NC(=O)NC1=O (centres undefined)	3.8	1700	-1	2	3.5	-8	0.041	-2	16	-3	6
CCOC(=O)c1cccc(NC(=O)c2cc3sccc3n2C)c1	6.1	1352	5	8	2.0	26	.	-5	-5	11	6
Cc1cc(Cl)nc2c(C(C)C)cccc12	2.5	1769	-9	0	-0.8	-3	-0.15	2	-9	-10	7
CCSc1nnc([C@H](Cc2c[nH]c3ccccc23)NC(=O)OC(C)(C)C)o1	1.3	1477	-3	5	-0.3	.	.	-2	-2	4	5
CCOc1ccc(NC(=O)Nc2ccc3nsnc3c2)cc1	1.8	1589	-4	5	0.0	10	-0.54	8	0	5	8
CCN1CCN(C(=S)Nc2ccccc2Cl)CC1	0.3	1650	0	7	0.3	.	.	4	2	-3	-3
COCCN(CCOC)S(=O)(=O)c1ccc(C(=O)Nc2ccc([N+](=O)[O-])cc2OC)cc1	6.9	1755	-6	7	-2.1	-7	0.49	1	-12	-3	5
CCOc1ccc(C2=Nn3cnnc3SC2)cc1	2.0	1533	-4	-7	1.5	2	.	4	2	-3	6
O=C(Nc1ccc(NC(=O)c2sc3ccccc3c2Cl)cc1Cl)c1ccco1	1.3	1632	-2	2	2.2	.	.	1	18	5	-2
CCC(=O)c1ccc(OCc2ccc(C(=O)OC)o2)c(OC)c1	0.7	1726	-5	5	-1.4	-33	-0.27	1	2	-8	4

High-throughput results (PubChem BioAssay)
